# HCV NS3 hel inh – inhibitors of Hepatitis C virus NS3 helicase | inhibition, % at 10.9 µM | 290,000 tested, 0.56% active | NS3 helicase DNA unwinding, Cy5 molecular beacon fluorescence;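 active = inhibition above the mean of all tested compounds plus 3 SD, set per campaign, cut at about 35% in these data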;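 note: 0% = DMSO wells and 100% = thioflavine S control wells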
#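 System: HCV NS3 helicase fragment; control set: DMSO and thioflavine S; technique: Cy5 fluorescence at 0 and 60 min, beacon hairpin quenching; reagent: beacon DNA duplex substrate plus ATP; replicates: singlicate; schedule: 1 h reaction at 25 °C, ATP-initiated; medium: MOPS buffer pH 6.5 with MgCl2, DTT, Tween20, BSA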
# FID counter – displaces DNA intercalator in HCV helicase counter-screen; inhibition, % at 7.9 µM; AID 1845; DNA fluorescent intercalator displacement, fluorescence; 290,000 tested, 0.17% active; in the data active = inhibition above about 37%;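 note: 0% = vehicle and 100% = reference compound; higher means more ethidium bromide displaced from hairpin DNA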
# MEKK2 WT-MEK5 – raises or lowers MEK5 binding to wildtype human MEKK2 PB1 domain. bead flow cytometry, Alexa488-MEK5 binding to MEKK2 WT; actives lie on both sides. 290,000 tested, 1.1% active. binding response (% of control), % at 10 µM; in the data active = binding response below about 67% or above about 130%
# CRFBP-R2 block – blocks CRF-induced signaling of the CRF-BP/CRF-R2 complex; HEK293 CRF-R2/CRF-BP, CRF-induced calcium fluorescence; inhibition, % at 11.8 µM; 350,000 tested, 0.59% active; AID 588475;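 active = inhibition of the ligand-induced calcium signal above about 50% at the single tested concentration, limit read from the data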
# CRFBP-R2 agonist – CRF-BP/CRF-R2 complex agonism | 350,000 tested, 0.46% active | AID 588473 | activation, % at 13.2 µM | HEK293 CRF-R2/CRF-BP, calcium dye fluorescence (FLIPR); percent of saturating CRF peptide response;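 active = activation of at least 50%, plus an integration ratio under a set limit after plate pattern correction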;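 note: plate controls were neutral control wells without compound for no effect and CRF at EC100 for full effect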
# MEKK2mut PB1 HTS – signal of MEK5 binding to mutant human MEKK2 PB1 domain. bead flow cytometry, Alexa488-MEK5 binding to MEKK2 mutant. percent response, % at 10 µM. 290,000 tested, 0.35% active; in the data active = percent response above about 24%, passing the limit was not always enough; note: inactives centre near 1; some results filed as inactive read as strong as hits
# UBC9 SUMO inh – blocks human SUMOylation mediated by UBC9; P63279; HTRF SUMOylation assay, SAE1/SAE2 + UBC9, in vitro; inhibition, % at 35 µM; 290,000 tested, 0.36% active; AID 2006; in the data active = inhibition above about 50%, passing the limit was not always enough; note: strong numbers were not always called active
# Target sequence (P63279 whole entry, looked up): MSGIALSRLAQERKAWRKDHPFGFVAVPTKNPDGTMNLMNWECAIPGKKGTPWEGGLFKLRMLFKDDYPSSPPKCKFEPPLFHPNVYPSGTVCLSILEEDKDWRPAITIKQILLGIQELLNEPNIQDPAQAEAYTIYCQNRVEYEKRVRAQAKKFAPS
# MEKK3 PB1 HTS – modulators (inhibitors or enhancers) of MEK5 binding to human MEKK3 PB1 domain. 290,000 tested, 1.4% active. bead-based flow cytometry, Alexa488-MEK5 binding to MEKK3; actives lie on both sides; 0 = blocked by unlabeled MEK5, 100 = vehicle. AID 1529. binding response (% of control), % at 10 µM;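 active = binding response more than 3 SD above or below the average of its plate-row segment, actives on both sides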;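 note: Alexa488 bead fluorescence after subtracting the streptavidin-only scavenger bead signal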
# GalR3 antagonist – human GalR3 antagonism. O60755. inhibition, % at 3 µM. HEK293 GalR3-CNG cAMP membrane potential fluorescence; galR3 body fused to GalR1 C-terminus. 360,000 tested, 0.44% active. AID 651719;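 active = inhibition above the screen-wide average plus 3 SD, cut at about 13% in these data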;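 note: forskolin and galanin both at EC90 stimulate the cells; cAMP rise reported by CNG channel membrane potential dye signal; 0% = forskolin plus galanin with DMSO and 100% = forskolin alone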
# Target sequence (O60755 1-299 limits assumed): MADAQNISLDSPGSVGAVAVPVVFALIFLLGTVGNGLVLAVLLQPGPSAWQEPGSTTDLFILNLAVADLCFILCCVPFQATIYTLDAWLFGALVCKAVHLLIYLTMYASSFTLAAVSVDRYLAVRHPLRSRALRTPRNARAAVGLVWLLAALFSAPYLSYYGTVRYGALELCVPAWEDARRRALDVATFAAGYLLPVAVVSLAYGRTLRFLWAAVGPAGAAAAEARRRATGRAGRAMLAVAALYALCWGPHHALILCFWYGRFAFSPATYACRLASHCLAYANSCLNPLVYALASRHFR
# Numbers without * were called inactive; / = no result given; [ ] = another dose, or the depositor's remark. Some of the compounds tested. The share of hits here may be higher or lower than overall.
SMILES,HCV NS3 hel inh,FID counter,MEKK2 WT-MEK5,CRFBP-R2 block,CRFBP-R2 agonist,MEKK2mut PB1 HTS,UBC9 SUMO inh,MEKK3 PB1 HTS,GalR3 antagonist
COC(=O)C1=C(c2cc3ccccc3o2)C[C@@H]2CC[C@H]1N2C(=O)N1CCCCC1,/,/,94,2,1.1,-3,/,97,0
CCCCC(=O)N/N=C/c1c(O)n(C2CC2)c(=S)[nH]c1=O,0,-11,107,-5,-2.2,0,-33,105,12
COc1ccccc1N=Nc1c(O)[nH]c(=S)[nH]c1=O,10,1,101,0,3.0,-1,7,99,-4
O=P(C(c1ccc2c(c1)OCO2)N1CCOCC1)(N1CCOCC1)N1CCOCC1 (configuration not stated),7,-8,99,-11,1.5,2,22,100,-5
OCC12COC3c4ccccc4C(OC1)N32 (configuration not stated),2,-1,98,6,1.3,-5,-7,98,-3
CCN1CCC2(CC1)NC(CO)(CO)CO2,2,-1,93,3,-0.1,0,-11,94,-1
COc1ccc(N2CCN(CCCN)CC2)cc1,0,7,152*,-62,2.4,23,/,104,-1
CCc1cc(=O)oc2cc(OCC(=O)N3C[C@H]4C[C@@H](C3)c3cccc(=O)n3C4)c(Cl)cc12,-6,-24,96,4,-1.2,1,-6,97,-6
CCOC(=O)C1=C(C)OC(N)=C(C(=O)OC)C12C(=O)Nc1ccc(Br)cc12 (configuration not stated),-2,-22,96,-5,-0.4,-2,1,100,3
Cc1cccc(NP(=O)(Oc2ccccc2F)Oc2ccccc2F)c1,-4,-26,95,-55,-0.8,1,-29,103,-2
O=C(CN1C(=O)CN=C(c2ccccc2)c2ccccc21)NCc1ccco1,4,-18,112,-2,-0.1,5,-12,108,-3
O=C(CCC(=O)N1CCC2(CC1)OCCO2)Nc1nnc(C(F)(F)F)s1,-1,-5,103,-4,-0.1,3,-20,102,-6

# Some of the entries above, set out differently:
SMILES	HCV NS3 hel inh	FID counter	MEKK2 WT-MEK5	CRFBP-R2 block	CRFBP-R2 agonist	MEKK2mut PB1 HTS	UBC9 SUMO inh	MEKK3 PB1 HTS	GalR3 antagonist
COC(=O)C1=C(c2cc3ccccc3o2)C[C@@H]2CC[C@H]1N2C(=O)N1CCCCC1	/	/	94	2	1.1	-3	/	97	0
CCCCC(=O)N/N=C/c1c(O)n(C2CC2)c(=S)[nH]c1=O	0	-11	107	-5	-2.2	0	-33	105	12
COc1ccccc1N=Nc1c(O)[nH]c(=S)[nH]c1=O	10	1	101	0	3.0	-1	7	99	-4
O=P(C(c1ccc2c(c1)OCO2)N1CCOCC1)(N1CCOCC1)N1CCOCC1 (configuration not stated)	7	-8	99	-11	1.5	2	22	100	-5
OCC12COC3c4ccccc4C(OC1)N32 (configuration not stated)	2	-1	98	6	1.3	-5	-7	98	-3
CCN1CCC2(CC1)NC(CO)(CO)CO2	2	-1	93	3	-0.1	0	-11	94	-1
COc1ccc(N2CCN(CCCN)CC2)cc1	0	7	152*	-62	2.4	23	/	104	-1
CCc1cc(=O)oc2cc(OCC(=O)N3C[C@H]4C[C@@H](C3)c3cccc(=O)n3C4)c(Cl)cc12	-6	-24	96	4	-1.2	1	-6	97	-6
CCOC(=O)C1=C(C)OC(N)=C(C(=O)OC)C12C(=O)Nc1ccc(Br)cc12 (configuration not stated)	-2	-22	96	-5	-0.4	-2	1	100	3
Cc1cccc(NP(=O)(Oc2ccccc2F)Oc2ccccc2F)c1	-4	-26	95	-55	-0.8	1	-29	103	-2
O=C(CN1C(=O)CN=C(c2ccccc2)c2ccccc21)NCc1ccco1	4	-18	112	-2	-0.1	5	-12	108	-3
O=C(CCC(=O)N1CCC2(CC1)OCCO2)Nc1nnc(C(F)(F)F)s1	-1	-5	103	-4	-0.1	3	-20	102	-6

# (cont.)
SMILES,HCV NS3 hel inh,FID counter,MEKK2 WT-MEK5,CRFBP-R2 block,CRFBP-R2 agonist,MEKK2mut PB1 HTS,UBC9 SUMO inh,MEKK3 PB1 HTS,GalR3 antagonist
CN1C(=O)C(=Cc2ccccc2OS(=O)(=O)c2ccccc2)C(=O)N(C)C1=O,33,5,97,-8,-0.9,-2,7,98,-3
COC(=O)C1=C(c2cc3ccccc3o2)C[C@@H]2CC[C@H]1N2C(=O)NC1CCCCC1,/,/,101,8,0.8,2,/,103,-7
COc1cc(/C=N/n2cnnc2)ccc1OC(=O)N(C)C,-3,0,103,-1,-1.0,5,-1,102,-2
CN1CCC(c2c[nH]c3ccccc23)C1 (configuration not stated),1,-3,93,-17,1.7,-18,22,95,-14
Nc1ccccc1-[n+]1c(-c2ccccc2)cc(-c2ccccc2)cc1-c1ccccc1,-40,21,89,-46,38,-9,9,69,-9
O=C(NCc1ccc(C(=O)N2CCC3(CC2)OCCO3)cc1)c1cccc(Br)c1,-1,-31,102,-47,-4.0,6,9,101,-4
CCC(=NCCO)c1c(O)n(-c2ccc(Cl)cc2)c(=O)[nH]c1=O,-1,1,97,-15,-1.4,1,-6,102,-2
CC(C)c1ccc(-n2c(O)c(/C=N/NC(=O)c3ccncc3)c(=O)[nH]c2=O)cc1,20,-16,98,22,-2.9,9,11,102,-4
O=C(COc1ccccc1)N1CCN(CC2CC3C=CC2C3)CC1 (configuration not stated),-6,-1,99,-18,-1.3,-1,-6,97,-8
C=CCn1c(O)c(C(C)=O)c(=O)[nH]c1=O (tested in a mixture with another compound),0,0,102,3,0.3,12,-11,105,-1
CCC(=Nc1ccc2c(c1)CCC2)c1c(O)n(C2CCCCC2)c(=O)[nH]c1=O,-5,5,95,-32,1.1,-1,3,106,4
CC(=O)N1CC(=O)Nc2ccc(F)cc2C1c1ccccc1 (configuration not stated),9,-10,93,-14,0.1,-4,-8,89,-10
CC1(C)C(C(=O)N2CCN(C(=O)c3ccccc3)CC2)C1(C)C,2,-23,96,7,6.8,2,2,100,-8
O=[N+]([O-])c1cccc(NP(=O)(Oc2ccccc2)Oc2ccccc2)c1,-6,-14,101,-25,0.2,2,5,103,-5
COc1ccccc1CCNC1CCCCCC1,5,5,109,-7,5.4,4,-4,103,-7
CC(N)Cc1c[nH]c2ccc(OCc3cccs3)cc12 (configuration not stated),/,/,140*,1,-0.8,11,/,119,-5
O=C1CC(=O)N(c2cccc(C(F)(F)F)c2)C(=O)N1,22,-10,105,5,0.9,0,-3,104,-12
O=C(N/N=C/c1c(O)n(CCC2=CCCCC2)c(=S)[nH]c1=O)c1ccccc1,40*,-24,108,55*,0.7,0,-48,154*,0
COc1ccc(N2C(=O)CC(=O)NC2=O)cc1,9,-15,106,4,-0.8,1,4,104,-4
COCCNC(=O)CN1C(=O)C(C)N=C(c2ccccc2)c2cc(Cl)ccc21 (configuration not stated),0,-28,102,14,-0.4,2,15,104,-9
CC1=Nc2ccccc2/C1=C/c1c(O)[nH]c(=O)[nH]c1=O,1,-3,99,6,-1.6,2,-10,98,-5
COC1=CCC2([N+](=O)[O-])CN(C)CC1([N+](=O)[O-])C2 (configuration not stated),-1,2,114,-3,-1.2,7,-3,99,-1
COc1ccc(CCn2c(O)c(C=NCc3ccc4c(c3)OCO4)c(=O)[nH]c2=O)cc1OC,3,-10,101,-43,0.8,1,-10,107,-3
CCN(CC)CCCN=Cc1c(O)n(-c2ccccc2F)c(=O)[nH]c1=O,9,-1,99,1,1.1,3,20,97,-1
O=C(c1ccc(F)cc1)C(Cc1ccccc1)N1CCCCC1 (configuration not stated),-8,-3,/,-12,1.2,/,-6,/,-2
Nc1ccc(N=Nc2ccccc2)cc1,-4,3,97,6,0.4,0,4,93,-4
Cc1nn(Cc2ccccc2Cl)c(C)c1C(=O)OCC(=O)NC1CCCC(C)C1C (configuration not stated),15,1,104,29,0.3,1,6,141*,0
Cc1ccc(N2C(=O)NC(=O)C3(Cc4ccccc4N4CCN(c5ccccc5)CC43)C2=O)cc1 (configuration not stated),8,-41,85,-22,8.4,-3,13,100,-3
CCOP(=O)(/C=C(\Cl)c1ccccc1)C(O)c1ccc(F)cc1 (configuration not stated),8,-18,106,5,-2.4,4,4,102,-6
CCCCn1c(C)c(C(=O)OCC)c2c(CN3CCOCC3)c(O)ccc21,-20,3,108,-1,-0.2,3,-1,106,-13
O=c1c2ccccc2[nH]c(=S)n1-c1cccnc1,13,-4,99,-12,1.4,-5,8,99,-5
CN(CC1COc2ccccc2O1)c1nc(-c2cccnc2)nc2ccccc12 (configuration not stated),-6,-11,98,-28,1.9,-3,/,98,-4
Cn1c(O)c(C(=Nc2ccc(F)cc2)c2ccccc2Cl)c(=O)n(C)c1=O,-2,-11,100,-10,-3.8,0,1,98,-5
O=C(CCCn1c(=O)[nH]c2cc(Cl)ccc2c1=O)N1CCC2(CC1)OCCO2,-1,-19,103,-4,-0.1,-1,-5,100,2
NC(=O)CN1CC(c2ccccc2)CC1=O (configuration not stated),4,-1,105,15,2.5,5,28,101,0
CCOC(=O)C1=C(N)OC(C)=C(C(=O)OCCOC)C12C(=O)Nc1ccccc12 (configuration not stated),2,-19,104,-11,0.0,8,-11,103,-3

# A few values from the entries so far:
# For GalR3 antagonist, Cc1ccc(N2C(=O)NC(=O)C3(Cc4ccccc4N4CCN(c5ccccc5)CC43)C2=O)cc1 (configuration not stated) has the entry -3
# For CRFBP-R2 block, O=c1c2ccccc2[nH]c(=S)n1-c1cccnc1 has the entry -12

# Later entries:
SMILES,HCV NS3 hel inh,FID counter,MEKK2 WT-MEK5,CRFBP-R2 block,CRFBP-R2 agonist,MEKK2mut PB1 HTS,UBC9 SUMO inh,MEKK3 PB1 HTS,GalR3 antagonist
COc1ccc2nc(NC(=O)CCc3nc(C4=CCN(C)CC4)no3)sc2c1,9,6,103,6,-0.2,1,-2,98,/
COC(=O)C(=O)N1CC2(C)CNCC(C)(C1)C2=O,3,1,83,-14,2.8,-7,-2,101,0
CCN1c2nc3c(C)cccn3c(=O)c2CC2(C(=O)N(C)C(=O)N(C)C2=O)C1C (configuration not stated),15,-5,95,-2,-0.1,-1,23,97,-4
Oc1ccc2c3c1O[C@H]1c4oc5ccccc5c4C[C@@]4(O)[C@@H](C2)N(CC2CC2)CC[C@]314,/,/,121,-20,0.5,8,4,106,/
CCOP(=O)(OCC)C(NC(=O)C(Cl)Cl)C(Cl)(Cl)Cl (configuration not stated),-1,-2,94,-3,-1.0,1,-13,100,-3
OC1/C(=C/c2ccc(Cl)cc2Cl)N2CCC1CC2 (configuration not stated),10,6,102,-2,-5.0,3,2,104,-7
Cc1cc(C=C(C#N)C#N)ccc1N1CCCC1,-5,-1,63*[inhibitor],-140,76*,-12,26,82,-10
Cc1ccc(CN2CCCC(C(=O)c3cccc(C(F)(F)F)c3)C2)o1 (configuration not stated),1,2,103,-31,0.9,-5,-2,98,-1
CCCCCn1c(N)c(C(=O)NCc2cccs2)c2nc3ccccc3nc21,-2,-3,100,-34,0.4,4,100,107,-4

# Source: PubChem BioAssay
